FLuc counter: counter-screen for miR-21 project: firefly luciferase inhibitors or activators | hit rate 6.9% among 360,000 | purified FLuc, Km substrates, luminescence inhibition | Potency, µM (top dose mostly 57.5 µM), for the others: at the top dose activity change, negative = inhibition, usual class: inhibitors | AID 588342 | P08659; active means well fitted inhibition curve with a large enough effect; inconclusive means small, poorly fitted or top-dose-only effect;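 further: plate controls were vehicle for no effect and reference inhibitor for full effect; nearly all actives have a fitted effect of over 55% in size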
Target sequence (P08659 whole entry, looked up): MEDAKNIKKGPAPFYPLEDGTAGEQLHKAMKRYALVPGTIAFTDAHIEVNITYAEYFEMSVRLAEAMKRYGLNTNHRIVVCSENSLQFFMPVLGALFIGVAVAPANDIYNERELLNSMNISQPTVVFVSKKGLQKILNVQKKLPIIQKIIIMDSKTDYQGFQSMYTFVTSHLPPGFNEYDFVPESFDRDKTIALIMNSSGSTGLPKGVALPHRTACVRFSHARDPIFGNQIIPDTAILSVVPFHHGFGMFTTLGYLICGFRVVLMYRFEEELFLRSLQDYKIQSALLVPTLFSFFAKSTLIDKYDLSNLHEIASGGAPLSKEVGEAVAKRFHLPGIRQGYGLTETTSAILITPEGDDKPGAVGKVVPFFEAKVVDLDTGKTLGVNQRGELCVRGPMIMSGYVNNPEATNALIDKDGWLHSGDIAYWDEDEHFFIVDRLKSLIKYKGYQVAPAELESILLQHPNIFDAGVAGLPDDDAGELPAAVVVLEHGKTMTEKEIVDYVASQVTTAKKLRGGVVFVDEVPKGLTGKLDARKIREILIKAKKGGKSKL
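Purified P. pyralis luciferase (10nM final) with 10uM D-luciferin and 10uM ATP (Km levels) in 50mM Tris acetate pH 7.5, 10mM Mg acetate, 0.01% Tween-20, 0.05% BSA; qHTS 6-point titration, ~60 µM downward; luminescence read.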
Active calls of the source: *. Potency means the concentration at half of the fitted maximal effect. These rows are one share of the data, so the mix of outcomes need not match the whole.

Sample of the layout (five entries):
CCCS(=O)(=O)c1c(S(=O)(=O)CCC)c2cc(C(C)(C)C)ccn2c1C(=O)c1ccccc1 was read as FLuc counter -16.2%.
`O=C(Cn1c(=O)nc(-c2ccccc2)c2ccccc21)N1CCN(c2ccc(F)cc2)CC1` gave FLuc counter -0.6%.
For COc1ccc(Cn2c(=O)n(-c3ccc(OC)cc3)c(=O)c3c2c2cc(OC)ccc2n3C)cc1 the results were FLuc counter 1.4%.
`O=C(Cn1c(-c2cccs2)cc2ccccc21)N1CCN(c2ccccc2F)CC1` gave FLuc counter -7.4%.
For Cc1ccc(CSc2nnc3[nH]c(=O)cc(-c4ccccc4)n23)cc1 the results were FLuc counter inconclusive.

All compounds of this part, from the start:
CCCS(=O)(=O)c1c(S(=O)(=O)CCC)c2cc(C(C)(C)C)ccn2c1C(=O)c1ccccc1 was read as FLuc counter -16.2%.
`O=C(Cn1c(=O)nc(-c2ccccc2)c2ccccc21)N1CCN(c2ccc(F)cc2)CC1` gave FLuc counter -0.6%.
For COc1ccc(Cn2c(=O)n(-c3ccc(OC)cc3)c(=O)c3c2c2cc(OC)ccc2n3C)cc1 the results were FLuc counter 1.4%.
`O=C(Cn1c(-c2cccs2)cc2ccccc21)N1CCN(c2ccccc2F)CC1` gave FLuc counter -7.4%.
For Cc1ccc(CSc2nnc3[nH]c(=O)cc(-c4ccccc4)n23)cc1 the results were FLuc counter inconclusive.
Screening CCOC(=O)c1c(NC(=O)/C=C/c2ccc(OCC)cc2)sc2c1CCC2 returned FLuc counter 0.4%.
Screening O=C(NCC(c1ccc2c(c1)OCO2)N1CCN(c2ccc(F)cc2)CC1)c1cccc([N+](=O)[O-])c1 (centres undefined) returned FLuc counter -14.9%.
`COc1ccc(-n2c(/C=C/c3cccc4ccccc34)nc3ccccc3c2=O)cc1OC` gave FLuc counter -3.0%.
Screening CCOC(=O)N1CCc2c(sc(NCc3cccc(F)c3)c2C(=O)Nc2ccccc2OCC)C1 returned FLuc counter -18.1%.
For CC(=O)c1cc(-c2ccccc2)n(CC(=O)NC2CCCCCC2)c1C the results were FLuc counter -0.7%.
Screening O=C(Nc1ccccc1C(F)(F)F)c1noc2c1CCCC2 returned FLuc counter inconclusive.
Cc1cc(NC(=O)CSc2ncc(C(=O)Nc3ccccc3)c(=O)n2C)no1 was read as FLuc counter -3.7%.
Screening CCCOc1ccc(C(=O)Nc2ccc(NC(=O)c3ccccc3)c(C)c2)cc1 returned FLuc counter -0.8%.
`Nc1c(-c2nc(-c3cccs3)no2)nnn1-c1ccc(Cl)cc1` gave FLuc counter 1.9%.
O=C(COCc1cc(-c2cccs2)on1)Nc1cc(C(F)(F)F)ccc1Cl was read as FLuc counter -1.4%.
Screening CC(=O)c1ccc(N2CCN(S(=O)(=O)c3c(C)nc4sc(C)cn4c3=O)CC2)cc1 returned FLuc counter -6.9%.
For CCc1ccc(-c2nc(CS(=O)CC(=O)NCCc3ccc(C)cc3)c(C)o2)cc1 (centres undefined) the results were FLuc counter inconclusive.
COc1ccc(-n2c(=O)c3c4c(sc3n3c(SC(C)C)nnc23)COC(C(C)C)C4)cc1 (centres undefined) was read as FLuc counter -3.6%.
`CCc1nc2ccc(C(=O)NCc3ccccc3C)cc2nc1CC` gave FLuc counter -2.7%.
For COc1cc(CSc2ncc(CO)n2Cc2ccc(C)cc2)cc(OC)c1 the results were FLuc counter -11.3%.
For CCCc1oc2ccc(NS(=O)(=O)c3ccc(OC)cc3)cc2c1C(=O)OCC the results were FLuc counter -15.8%.
Screening Cc1cccc(CNC(=O)c2ccc(Cn3c(=O)c4cccn4c4cccnc43)cc2)c1 returned FLuc counter -6.8%.
Screening CCCOc1cccc(C(=O)N(Cc2ccc(C)o2)C2CCS(=O)(=O)C2)c1 (centres undefined) returned FLuc counter 5.0%.
Screening COc1ccc(-c2cc3ccc(O)c(CN4CCCC4)c3oc2=O)cc1 returned FLuc counter inconclusive.
For CSc1ncc(C(=O)N2CCN(c3cc(C)ccc3C)CC2)c(C)n1 the results were FLuc counter -7.3%.
For CCOCCCNC(=O)C(c1ccc(C)cc1)N(Cc1ccc2c(c1)OCO2)C(=O)c1ccc(NC(C)=O)cc1 (centres undefined) the results were FLuc counter -1.6%.
COc1ccc(-c2cc(OC(=O)c3ccc(F)cc3)c3c(C)oc(C)c3c(=O)c2)cc1OC was read as FLuc counter -6.8%.
For CCOc1ccc(C2CC(=O)NC(NC(=O)c3cccc(Cl)c3)=N2)cc1 (centres undefined) the results were FLuc counter 2.0%.
Screening Cc1cccc(NC(=O)c2c(N)sc3c2CCC(C)C3)c1 (centres undefined) returned FLuc counter inconclusive.
Screening Cc1ccc(-n2ncc3c(N(C)C)ncnc32)cc1Cl returned FLuc counter 0.757µM*.
`Cc1ccc(C)c(NC(=O)Nc2nnc(N(CC(C)C)CC(C)C)s2)c1` gave FLuc counter 5.1%.
Cc1ccc(S(=O)(=O)Nc2cc(Cl)c3oc4c(c3c2)C(=O)CC(C)(C)C4)cc1 was read as FLuc counter -6.1%.
For O=C(Nc1ccc2nn(-c3ccccc3)nc2c1)c1cc2ccccc2o1 the results were FLuc counter 1.3%.
COCCn1c(C)cc(O)c(C(c2ccc(OC)cc2)N2CCN(c3ccccc3)CC2)c1=O (centres undefined) was read as FLuc counter -10.5%.
Cc1ccc(C(=O)NC2=NC(c3ccc(C)cc3)CC(=O)N2)cc1 (centres undefined) was read as FLuc counter -5.2%.
`CC(NC(=O)c1ccc2c(c1)N(Cc1cccc(F)c1)C(=O)c1ccccc1S2)c1ccccc1` (centres undefined) gave FLuc counter -1.3%.
For Cc1ccc2nc(Cl)c3cc(C(=O)NCCCN(C)Cc4ccccc4)sc3c2c1 the results were FLuc counter -0.6%.
CCOc1ccc(-c2oc3ccc(C)cc3c(=O)c2O)cc1 was read as FLuc counter 0.7%.
Screening CCc1cccc(C)c1NC(=O)C1CCN(S(=O)(=O)c2cc(Br)cc3c2N(C(C)=O)CC3)CC1 returned FLuc counter -1.0%.
For CCN(C(=O)Cn1c(=O)nc(-c2ccccc2)c2cc(Cl)ccc21)c1cccc(C)c1 the results were FLuc counter -3.9%.
For COc1ccccc1NC(=O)Cn1c(=O)n(CC(=O)NCc2ccccc2Cl)c(=O)c2sccc21 the results were FLuc counter -5.3%.
For COc1ccc(NC(=O)C(Cc2c[nH]c3ccccc23)NC(=O)OC(C)(C)C)cc1 (centres undefined) the results were FLuc counter -7.0%.
For CCc1ccc(CNC(=O)c2cnc3sc4cc(OC)ccc4n3c2=O)cc1 the results were FLuc counter 3.5%.
For COc1ccc(NC(=O)CCn2c(=O)c3cccn3c3cccnc32)c(OC)c1 the results were FLuc counter -2.0%.
Screening CC(C)Oc1ccc(CNC(=O)c2ccc3c(c2)nc2n3CCCCC2)cc1 returned FLuc counter 9.53µM*.
Screening Cc1c(C(=O)N(Cc2ccc(N(C)C)cc2)CC2CCCO2)oc2ccc(Cl)cc12 (centres undefined) returned FLuc counter -1.0%.
CC(=O)N1CCCc2cc(S(=O)(=O)N3CCC(C(=O)Nc4c(C)cccc4C)CC3)ccc21 was read as FLuc counter -3.4%.
`COc1ccc(-c2cc(C(F)(F)F)n3nc(C(=O)Nc4sc5c(c4C(=O)OC(C)C)CCCC5)cc3n2)cc1OC` gave FLuc counter 0.0%.

6 consecutive entries from above, quoted:
Screening O=C(Nc1ccccc1C(F)(F)F)c1noc2c1CCCC2 returned FLuc counter inconclusive.
Cc1cc(NC(=O)CSc2ncc(C(=O)Nc3ccccc3)c(=O)n2C)no1 was read as FLuc counter -3.7%.
Screening CCCOc1ccc(C(=O)Nc2ccc(NC(=O)c3ccccc3)c(C)c2)cc1 returned FLuc counter -0.8%.
`Nc1c(-c2nc(-c3cccs3)no2)nnn1-c1ccc(Cl)cc1` gave FLuc counter 1.9%.
O=C(COCc1cc(-c2cccs2)on1)Nc1cc(C(F)(F)F)ccc1Cl was read as FLuc counter -1.4%.
Screening CC(=O)c1ccc(N2CCN(S(=O)(=O)c3c(C)nc4sc(C)cn4c3=O)CC2)cc1 returned FLuc counter -6.9%.

The listing continues:
`O=C(Nc1cccc(-c2nc3ccccc3o2)c1)c1cccc(Br)c1` gave FLuc counter -18.3%.
Screening CC1CCN(C(c2ccc(F)cc2)c2sc3nc(-c4ccco4)nn3c2O)CC1 (centres undefined) returned FLuc counter inconclusive.
`CCCCOc1ccc(CNC(=O)c2cnc3sc(N4CCC(C)CC4)nn3c2=O)cc1` gave FLuc counter 5.8%.
For COc1cccc(Nc2sc(C(=O)c3ccc(F)cc3)c(N)c2C(=O)NCc2ccc(Cl)cc2)c1 the results were FLuc counter 2.9%.
`CCc1cccc(NC(=O)CNS(=O)(=O)c2ccc3nc(C)sc3c2)c1` gave FLuc counter -11.8%.
Screening O=C(Nc1ccc2nn(-c3ccccc3)nc2c1)c1ccc(-c2cccc(Cl)c2)o1 returned FLuc counter -16.3%.
COc1cccc(NC(=O)Cn2nnc(-c3nc(-c4ccccc4)no3)c2N)c1 was read as FLuc counter -8.7%.
`COc1ccc(CCNC(=O)Cc2c(C)c3c(cc(C)c4c(C)c(C)oc43)oc2=O)cc1OC` gave FLuc counter -2.2%.
COc1ccc(N2CCN(C(=O)c3cccc(-n4c(C)nc5cccnc54)c3)CC2)cc1 was read as FLuc counter -2.0%.
For COc1ccc(-c2noc(CCC(=O)NCc3ccc(C)cc3)n2)cc1 the results were FLuc counter 1.1%.
O=C(Nc1cc(Cl)cc(Cl)c1)c1ccc(F)c(S(=O)(=O)N2CCCCCC2)c1 was read as FLuc counter -3.9%.
Screening CCc1ccc(S(=O)(=O)c2nnn3c2nc(N2CCC(C)CC2)c2cc(Cl)ccc23)cc1 returned FLuc counter -2.1%.

Random excerpt: 5 entries already listed
Screening O=C(Nc1ccc2nn(-c3ccccc3)nc2c1)c1ccc(-c2cccc(Cl)c2)o1 returned FLuc counter -16.3%.
O=C(Nc1cc(Cl)cc(Cl)c1)c1ccc(F)c(S(=O)(=O)N2CCCCCC2)c1 was read as FLuc counter -3.9%.
COc1ccc(N2CCN(C(=O)c3cccc(-n4c(C)nc5cccnc54)c3)CC2)cc1 was read as FLuc counter -2.0%.
Screening CCc1ccc(S(=O)(=O)c2nnn3c2nc(N2CCC(C)CC2)c2cc(Cl)ccc23)cc1 returned FLuc counter -2.1%.
For COc1cccc(Nc2sc(C(=O)c3ccc(F)cc3)c(N)c2C(=O)NCc2ccc(Cl)cc2)c1 the results were FLuc counter 2.9%.

Continuation.
For O=C(Cc1ccccc1)N(Cc1cccnc1)c1nc2c(F)cccc2s1 the results were FLuc counter -9.0%.
`Cc1ccc(NC(=O)c2c(Nc3ccccc3C)sc(C(=O)c3ccccc3)c2N)cc1` gave FLuc counter -0.1%.
`COc1ccccc1CNC(=O)Cn1c(-c2ccc(F)cc2)cc(C(C)=O)c1C` gave FLuc counter -2.2%.
For CCOc1ccc(C2c3[nH]c4ccccc4c3CCN2C(=O)CSCc2ccc(F)cc2)cc1 (centres undefined) the results were FLuc counter -2.1%.
COc1ccccc1CNC(=O)C1CCCN(c2nnc(C)c3c(C)n(-c4ccccc4)nc23)C1 (centres undefined) was read as FLuc counter -6.8%.
For CCc1ccccc1NC(=O)C1CCCN(S(=O)(=O)c2ccc3[nH]c(=O)ccc3c2)C1 (centres undefined) the results were FLuc counter -1.3%.
Screening CCOC(=O)Cn1c(=O)cc(-c2ccccc2)c2c(C)nn(C)c21 returned FLuc counter -13.7%.
For COc1ccc(S(=O)(=O)N(C)Cc2nc(-c3cccc(C)c3)no2)cc1 the results were FLuc counter -17.8%.
Screening CCCN(CCC)C(=O)CSc1nc2sc3c(c2c(=O)n1-c1ccccc1)CCN(C(C)=O)C3 returned FLuc counter 0.9%.
For COc1ccc(/C=C\c2onc(C)c2S(=O)(=O)N2CCC(C(=O)Nc3ccccc3OC)CC2)cc1 the results were FLuc counter -8.0%.
For C=Cc1ccc(CSc2nc(-c3ccc(C)cc3)nc3c2Cc2c(CO)cnc(C)c2O3)cc1 the results were FLuc counter 3.3%.
Screening COc1ccc(C)cc1NC(=O)c1c(C(=O)Nc2cccc(C)c2C)sc2nc(C)cc(=O)n12 returned FLuc counter 1.1%.
`CCCOc1ccc(C(=O)Nc2ccc(NC(=O)c3ccc(Br)cc3)cc2)cc1` gave FLuc counter 1.8%.
For Cc1noc(/C=C/c2cccs2)c1S(=O)(=O)N1CCC(C(=O)NCc2ccccc2Cl)CC1 the results were FLuc counter -0.4%.
`Cc1cc(C)cc(C(=O)Nc2cccc(-c3nc4ncccc4o3)c2C)c1` gave FLuc counter 2.3%.
`CN1CCN(C(CNC(=O)c2ccc(F)cc2)c2ccc3c(c2)OCO3)CC1` (centres undefined) gave FLuc counter -0.1%.
`Cc1c(Cl)cccc1NC(=O)C(=O)NCC(c1cccnc1)N1CCN(c2ccccc2)CC1` (centres undefined) gave FLuc counter -4.9%.
For Cc1ccccc1COC(=O)c1ccc(-c2nnn(Cc3ccccc3F)n2)cc1 the results were FLuc counter 1.1%.
For CC1CN(C(=O)N2CCC(C(=O)NC3CCCCCC3)CC2)c2cc(Cl)ccc2O1 (centres undefined) the results were FLuc counter -1.3%.
`CN1C(=O)Cc2cc(S(=O)(=O)CCC(=O)Nc3ccc(Cl)cc3)ccc21` gave FLuc counter -1.7%.
`COc1ccc(-c2cn3cccnc3n2)cc1NC(=O)c1c(F)cccc1F` gave FLuc counter inconclusive.
CCOC(=O)c1cc(-c2ccccc2)n(-c2cccc(C(=O)NC(C)CC)c2)c1C (centres undefined) was read as FLuc counter -1.6%.
For CCOc1ccc(C(=O)Nc2ccc3oc(-c4cccc5ccccc45)nc3c2)cc1 the results were FLuc counter -11.0%.
Screening COc1cc2c(cc1OC)n(CC(=O)c1ccc(C)cc1C)c(=O)n1nc(CCn3nc(C)cc3C)nc21 returned FLuc counter -3.2%.
`Cc1ccc(-c2nnc(SCC(=O)NCCC(C)C)nc2-c2ccc(C)cc2)cc1` gave FLuc counter -14.5%.
